# Screens from PubChem.
# HCT116 bCat-KO: beta-catenin-lacking colon tumor cell growth suppression | AID 818 | viability, % at 10 µM | HCT116 beta-catenin knockout viability, CellTiter-Glo, 60 h; active compounds read low | actives 1.5% (n = 140,000);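 active = viability at or under a set limit, the compound median less 4 SD, cut at about 6% in these data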;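 note: 0% = Hyamine 1622 control at 20 µM and 100% = untreated cell control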
# Yeast growth inh: chemicals that inhibit yeast BB579 growth in restrictive medium (lifespan-shortening candidates); actives 0.51% (n = 140,000); S. cerevisiae BB579 growth, OD615, 48 h; inhibition, % at 10 µM; AID 804;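 active = inhibition above a set limit, 3 SD over the mean compound inhibition, cut at about 44% in these data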; note: inactives centre near -24
#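 System: Saccharomyces cerevisiae DeaD strain BB579, replicative lifespan model yeast | Buffer or medium: Restrictive glucose-based CSMM-D medium | Times: 4 h preincubation and 48 h exposure at 30 °C | Detection: OD615 turbidity measurement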
# E-sel TNF inh: blocks E-selectin expression induced by TNF alpha; HUVEC TNFa-induced E-selectin immunofluorescence, high content; inhibition, % at 2 µM; actives 0.71% (n = 120,000); AID 1246;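 active = inhibition above the batch mean plus 3 SD, and confirmed as a hit on visual image review, cut at about 43% in these data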;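 note: 0% = TNF-stimulated DMSO wells and 100% = unstimulated control wells; not every result past the cut was called active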
# PTEN del growth: PTEN-deleted cell growth suppression; HCT116 PTEN-null viability, CellTiter-Glo, 60 h; active compounds read low; AID 827; viability, % at 10 µM; actives 1.2% (n = 140,000);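 active = viability at or below a set limit, 4 SD under the median of all tested compounds, cut at about 3.7% in these data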;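 note: PTEN knockout HCT116 line with beta catenin targeted HCT116 as companion control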
# Phagocytosis inh: blocks phagocytosis by macrophages; J774A.1 macrophage IgG-bead phagocytosis, imaging; inhibition, % at 5 µM; actives 0.07% (n = 110,000); AID 1029;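 active = inhibition above the mean of the plate negative controls plus 5 SD, cut at about 13% in these data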;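 note: phagocytic index as fraction of beads internalized from green versus red external bead signal; plate controls were DMSO negative control for no effect and cytochalasin-D positive control for full effect; some results beyond the cut were filed as inactive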
# GALR2 antag: blocks the human galanin receptor 2 | GALR2-expressing cells, antagonist mode | inhibition, % at 4 µM | actives 0.39% (n = 140,000); in the data active = inhibition above about 27%;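 note: cells stimulated with galanin 1-16 at roughly its EC80; 0% = agonist challenge control and 100% = basal control without agonist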
# Target sequence (O43603 whole entry, looked up): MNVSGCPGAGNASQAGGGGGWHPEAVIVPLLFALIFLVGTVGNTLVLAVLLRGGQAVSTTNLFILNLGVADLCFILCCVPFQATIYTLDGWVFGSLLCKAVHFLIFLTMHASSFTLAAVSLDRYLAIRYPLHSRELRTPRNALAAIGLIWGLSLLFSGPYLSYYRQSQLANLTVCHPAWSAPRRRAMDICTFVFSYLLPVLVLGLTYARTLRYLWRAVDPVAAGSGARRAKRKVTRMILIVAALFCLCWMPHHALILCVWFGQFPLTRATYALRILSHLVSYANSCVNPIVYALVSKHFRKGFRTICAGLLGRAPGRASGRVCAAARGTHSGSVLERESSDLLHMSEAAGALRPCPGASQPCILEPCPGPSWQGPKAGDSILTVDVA
# NPY-Y2 antag: antagonists of human neuropeptide Y receptor Y2; P49146; NPY-Y2 expressing cells, antagonist mode; inhibition, % at 2.7 µM; actives 0.99% (n = 140,000); AID 793; in the data active = inhibition above about 17%;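 note: 0% = vehicle with agonist challenge and 100% = reference antagonist with challenge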
# Target sequence (P49146 whole entry, looked up): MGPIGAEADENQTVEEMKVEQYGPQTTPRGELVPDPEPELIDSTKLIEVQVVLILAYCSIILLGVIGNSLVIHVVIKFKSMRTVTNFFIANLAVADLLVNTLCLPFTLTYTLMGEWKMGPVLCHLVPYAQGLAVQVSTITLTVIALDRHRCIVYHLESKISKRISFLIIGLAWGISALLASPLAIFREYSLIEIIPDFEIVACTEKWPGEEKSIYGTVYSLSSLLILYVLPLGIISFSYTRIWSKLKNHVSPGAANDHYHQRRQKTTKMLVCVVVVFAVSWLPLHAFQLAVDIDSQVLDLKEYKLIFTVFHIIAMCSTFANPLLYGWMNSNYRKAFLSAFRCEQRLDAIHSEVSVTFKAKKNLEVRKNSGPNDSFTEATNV
# Yeast lifespan up: yeast lifespan extension. actives 0.68% (n = 130,000). inhibition of the nicotinamide effect, % at 10 µM. S. cerevisiae growth with nicotinamide, OD615; deaD strain in restrictive glucose medium. AID 775;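 active = inhibition above a set limit, placed 3 SD over the median of all compounds, cut at about 26% in these data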;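 note: 0% = nicotinamide-treated wells and 100% = cells grown without nicotinamide; some compounds called inactive have numbers as strong as hits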
#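 Buffer or medium: CSMM-D glucose medium, restrictive; test system: modified budding yeast, DeaD strain; compound: single dose 10 µM compound, 0.25% DMSO; schedule: culture preincubation 4 h, compound exposure 48 h, both 30 °C; detection: optical density (absorbance) at 615 nm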
# MRP1 act: activators of MRP-1; H69AR cells + doxorubicin, viability rescue, CellTiter-Glo; viability increase, % at 10 µM; actives 0.61% (n = 140,000); AID 799;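 active = viability gain under doxorubicin at or above a set limit, the compound median plus 3 SD, cut at about 4.7% in these data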;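 note: MRP-1 overexpressing cells given doxorubicin 25 µM after compound pretreatment; 18-22 h compound pretreatment then 72 h with doxorubicin before readout; 0% = doxorubicin-only wells and 100% = vehicle-treated cells without doxorubicin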
# Measles CPE: protection of cells from measles virus | Measles virus-infected cells, CPE protection, absorbance | protection (pct of control), % at 4 µM | actives 1.5% (n = 140,000) | AID 841; in the data active = protection mostly above about 24%, no sharp cut-off; inactive = mostly below about 26%; note: some compounds called inactive have numbers as strong as hits
# An asterisk follows results filed as active; . = not tested or not shown.
SMILES,HCT116 bCat-KO,Yeast growth inh,E-sel TNF inh,PTEN del growth,Phagocytosis inh,GALR2 antag,NPY-Y2 antag,Yeast lifespan up,MRP1 act,Measles CPE
O=C(NCc1cccc(Cl)c1)c1cnn2c1NC(c1ccco1)CC2C(F)(F)F (centres undefined),75,-59,10,78,0,-13,-2,-7,-1.5,17
O=C(CSCCc1ccccn1)Nc1ccccn1,96,23,.,100,0,3,2,-6,-2.7,10
O=C(Nc1ccc(S(=O)(=O)N2CCCCC2)cc1)c1ccc(CN2CCOCC2)cc1,5.9*,-2,-5,10,.,6,8,.,-0.5,20
Cc1cc(C)c2c(C)nn(C3CCCCC3)c2n1,93,-22,-9,95,0,4,2,-19,-2.2,6
CC1=C(C)CC2C(=O)N(c3cccc4ccccc34)C(=O)C2C1 (centres undefined),97,-33,.,104,-1,15,1,-2,-0.5,11
Cc1cccc(NCC(=O)N/N=C\c2cccc(Oc3ccccc3)c2)c1,86,-25,6,74,-3,0,1,-2,-0.6,3
Cc1ccc(CN2CCNC(=O)C2CC(=O)O)o1 (centres undefined),89,3,-10,85,2,9,-1,-10,-2.6,5
Cc1ccc2nc(CSc3nnc(Nc4ccccc4C)s3)cc(=O)n2c1,71,-24,3,64,0,-2,1,1,-1.4,2
Cc1c(NC(=O)c2cccc(-c3cc4ccccc4oc3=O)c2)cccc1-c1nc2ncccc2o1,39,-31,.,27,-9,-1,5,-2,0.9,5
Nn1cc(-c2ccccc2)nc1SCC(=O)N1CCN(S(=O)(=O)c2ccccc2)CC1,93,-19,0,91,-4,5,4,-3,-3.3,9
COC(=O)C1=C(C)Nc2ccc(C)cc2S1,95,-71,1,93,.,19,-1,-11,-1.4,14
Cc1nn(C)c(C)c1NC(=O)CSc1nc(C2CC2)nc2c1cnn2-c1ccccc1,1.3*,-1,-21,1.2*,.,-6,-2,-31,-6.7,62*
Cc1nc2sc(C(c3ccco3)N3CCN(C(c4ccccc4)c4ccccc4)CC3)c(O)n2n1 (centres undefined),.,.,-10,.,-1,-4,7,.,.,.
CCCn1c(N)c(C(=O)CSc2nnc(-c3ccco3)n2Cc2ccccc2)c(=O)[nH]c1=O,102,-32,-12,73,.,-4,5,-8,-1.9,39
Cc1ccc(C)n1-c1ccc(NC(=O)c2ccccc2)cc1,18,-5,-9,19,.,9,-4,-8,-4.5,4
Cn1c(=O)[nH]c(=O)c2c1nc(CN1CCN(c3cccc(Cl)c3)CC1)n2CCCc1ccccc1,67,-37,14,75,-1,-15,8,-9,-3.9,18
Cn1c(Cc2ccccc2)nnc1SCC(=O)N1CCOCC1,92,-7,17,107,-3,-5,4,-5,-2.2,6
COc1ccc(-c2nc(-c3cccc(C)c3)[nH]c(=O)c2C#N)cc1,84,-9,12,89,-2,-6,0,-7,-3.0,8
O=[N+]([O-])c1cccc(Cl)c1NCCNS(=O)(=O)c1ccc(Cl)cc1,92,-15,-28,102,-4,0,3,4,-2.6,10
CCOc1cc(C)c(Cl)cc1S(=O)(=O)NCC1CCCO1 (centres undefined),98,-36,-6,91,-2,13,2,-5,-1.5,4

# An excerpt from above in order of length of the SMILES, high to low.
SMILES,HCT116 bCat-KO,Yeast growth inh,E-sel TNF inh,PTEN del growth,Phagocytosis inh,GALR2 antag,NPY-Y2 antag,Yeast lifespan up,MRP1 act,Measles CPE
Cc1nn(C)c(C)c1NC(=O)CSc1nc(C2CC2)nc2c1cnn2-c1ccccc1,1.3*,-1,-21,1.2*,.,-6,-2,-31,-6.7,62*
CC1=C(C)CC2C(=O)N(c3cccc4ccccc34)C(=O)C2C1 (centres undefined),97,-33,.,104,-1,15,1,-2,-0.5,11
Cc1cc(C)c2c(C)nn(C3CCCCC3)c2n1,93,-22,-9,95,0,4,2,-19,-2.2,6
COC(=O)C1=C(C)Nc2ccc(C)cc2S1,95,-71,1,93,.,19,-1,-11,-1.4,14

# (list continues)
SMILES,HCT116 bCat-KO,Yeast growth inh,E-sel TNF inh,PTEN del growth,Phagocytosis inh,GALR2 antag,NPY-Y2 antag,Yeast lifespan up,MRP1 act,Measles CPE
COc1ccc(CN2C(=O)C(O)(CC(=O)c3ccc4c(c3)OCO4)c3ccccc32)cc1OC (centres undefined),49,-11,5,28,0,-9,6,-10,-4.2,9
CCOc1ccccc1N1CC(C(=O)Nc2nccs2)CC1=O (centres undefined),95,-39,-36,92,0,6,6,-3,-2.7,5
Cc1ccc(C)c(-n2c(SCC(=O)NCC3CCCO3)nnc2-c2ccoc2C)c1 (centres undefined),98,-24,-2,100,0,9,3,-5,-2.6,21
FC(F)Sc1nnc(-c2cccs2)n1-c1ccccc1,98,13,-5,101,-1,12,1,23,1.5,16
Cc1cc(NC(=O)CSc2nc3ccccc3c(=O)n2C(C)c2ccccc2)no1 (centres undefined),55,-18,3,43,-2,-6,-2,-17,-1.3,1
CCOc1ccc(CCNC(=O)C2CCN(c3ccc(N4CCOCC4)nn3)CC2)cc1OCC,88,-12,7,94,0,-21,-4,-25,-2.2,2
Cc1cc(NS(=O)(=O)c2ccc(NC(=O)c3cc4ccccc4o3)cc2)no1,116,-77,-22,110,1,2,-1,-1,0.8,3
COc1ccc(CC(=O)Nc2nccs2)cc1OC,82,-57,7,97,-3,12,1,-2,1.3,2
C=CCSc1nnc(NC(=O)CSc2nc3ccccc3o2)s1,107,11,9,106,0,0,7,-22,-2.7,5
COc1ccc(/C=C2/SC(=O)N(CCNC(=O)C3CCCN3C(=O)c3cccs3)C2=O)cc1 (centres undefined),81,-9,1,87,3,7,3,-2,0.9,42*
COc1ccc(N2CCn3c2nc2c3c(=O)n(CCc3ccccc3)c(=O)n2C)c(OC)c1,75,-61,3,77,-1,-1,1,-8,-3.5,7
CCCCNC(=O)CS(=O)Cc1nc(-c2cccs2)oc1C (centres undefined),88,-40,.,98,-1,-1,-1,-3,-1.6,8
CN1Cc2sc(N)c(C#N)c2CC1(C)C,34,-59,-1,57,2,1,4,-9,-1.9,7
O=C(CN(CC1CCCO1)C(=O)CCC(=O)Nc1nccs1)NCc1ccc2c(c1)OCO2 (centres undefined),98,-14,100*,109,-2,-8,3,3,-0.5,7
Cc1cc2ccccc2n1CCNC(=O)COc1ccc2ccccc2c1,91,-21,.,103,0,-3,7,-10,1.3,10
CCOc1ccc(NC(=S)N(CCc2c(C)[nH]c3ccccc23)Cc2cccnc2)cc1,84,-15,-10,90,.,-2,-1,-3,-1.3,9
COc1ccc(OCC(=O)NNC(=O)c2cccnc2)cc1,102,-10,9,98,.,-15,2,-17,-3.1,8
CCCCN1C(=O)/C(=c2\sc3nc(=O)c(-c4ccccc4)nn3c2=O)c2ccccc21,99,-31,.,93,.,-12,0,-8,-0.9,18
CCN(CC)C(=O)CSc1nc2cc(OC)c(OC)cc2c(=O)n1Cc1ccc(Cl)cc1,49,-18,21,67,-1,-3,0,-5,-1.9,7
O=C1C2(c3ccccc3)CN(CCCO)CC1(c1ccccc1)CN(CCCO)C2,85,-25,-12,91,1,20,1,0,-2.4,6

# An excerpt from above, limited to E-sel TNF inh and HCT116 bCat-KO.
Molecule	E-sel TNF inh	HCT116 bCat-KO
CCOc1ccc(CCNC(=O)C2CCN(c3ccc(N4CCOCC4)nn3)CC2)cc1OCC	7	88
Cc1cc(NS(=O)(=O)c2ccc(NC(=O)c3cc4ccccc4o3)cc2)no1	-22	116
COc1ccc(CC(=O)Nc2nccs2)cc1OC	7	82
C=CCSc1nnc(NC(=O)CSc2nc3ccccc3o2)s1	9	107

# New compounds follow.
SMILES,HCT116 bCat-KO,Yeast growth inh,E-sel TNF inh,PTEN del growth,Phagocytosis inh,GALR2 antag,NPY-Y2 antag,Yeast lifespan up,MRP1 act,Measles CPE
CCN(CC(=O)NCc1cccs1)S(=O)(=O)c1cccc(C(C)=O)c1,94,-24,.,94,0,-13,0,2,-1.4,5
Cc1ccc(SCC2CNc3nc4ccccc4c(=O)n32)c(C)c1 (centres undefined),95,-77,-19,108,.,-8,2,9,-0.9,12
COc1ccc(-c2c(S(=O)(=O)c3ccccc3)cnn2-c2ccccc2)cc1,88,-14,-32,74,0,-6,1,-9,-4.1,5
COc1cc(C2C(C(C)=O)=C(O)C(=O)N2CCN(C)C)ccc1O (centres undefined),107,-60,-34,112,-1,7,2,-10,-0.5,9
CC(C)(C)c1ccc(OC(=O)c2ccc3nsnc3c2)cc1,101,-76,.,85,1,7,1,-7,0.8,12
CCOC(=O)CSc1cc(CS(=O)c2ccc(Cl)cc2)nc(-c2ccccc2)n1 (centres undefined),94,-38,-7,105,.,-4,12,-7,-1.3,45
CCn1c(SCc2c(F)cccc2Cl)nnc1-c1ccco1,91,-27,-15,90,-1,-1,3,-1,-1.2,5
Cc1ccccc1OCCn1c(=O)oc2ccccc21,97,-48,-1,92,-2,-4,12,-14,0.5,13
C=CCN1C(=O)C(Cc2ccc(F)cc2)S/C1=N/N=C/c1cccs1 (centres undefined),98,-42,-8,95,-2,2,5,2,-2.7,12
Cc1ccnc(SCC(=O)c2cccc([N+](=O)[O-])c2)n1,101,-5,.,110,-6,0,3,-8,3.4,12
CN(Cc1ccccc1)Cc1nc2c(c(=O)n(C)c(=O)n2C)n1CCCc1ccccc1,57,-64,8,41,.,-14,4,0,-1.1,7
CCNC(=O)OCCC12CC3CC(CC(C3)C1)C2,80,-22,-25,95,-6,3,3,16,-0.8,9
Cn1c(SCc2nc3ccccc3[nH]2)nnc1-c1ccccn1,93,-38,0,98,-1,14,1,-6,-0.3,4
COc1ccc(CCNC(=S)Nc2ccc(OC)cc2)cc1,72,0,.,71,2,-14,-1,-7,-2.8,7
O=C1c2ccccc2-c2nccnc21,94,20,.,98,-1,0,-1,-9,-0.7,1
COC(=O)c1ccccc1NC(=S)NC(=O)COc1ccc(C(C)C)cc1,89,-25,-6,94,-2,-11,15,3,-2.2,4
COC(=O)c1ccc(C(C(=O)NCc2ccccc2)N(Cc2cccs2)C(=O)c2cnccn2)cc1 (centres undefined),87,-59,8,95,0,-1,0,-14,-1.7,9
COc1ccc(-c2cn3cccc(C)c3n2)cc1Br,86,1,.,81,0,14,2,-10,-1.3,8
